LGR2 antag: Drosophila LGR2 receptor signaling inhibition | HEK293 LGR2, CRE-luciferase, bursicon-stimulated, 4 h | inhibition, % at 9.99 µM | 0.35% of 380,000 active | AID 720647;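 active means drop in luminescence signal, shown as inhibition above about 50% in the replicate tests, limit read from the data, passing the limit was not always enough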;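 further: agonist challenge used bursicon conditioned medium at about half maximal strength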
FN deposit inh: fibronectin deposition inhibition; AH1F fibroblasts, Alexa488-fibronectin deposition fluorescence, overnight; inhibition, % at 12.6 µM; 0.086% of 350,000 active; AID 743247;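 active means mean inhibition across replicates of 30% or more, regardless of how many single replicates reach that level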;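 further: positive control wells lacked labelled fibronectin entirely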
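test system = AH1F fibroblasts assembling fluorescent fibronectin matrix | quantity = 10000 AH1F cells per well | buffer or medium = DMEM plus 2% serum, read in PBS | doses = single dose, pinned | incubation = 1 h cell attachment, overnight exposure to compound and label | detection = fluorescence at 485 nm excitation, 525 nm emission | read-out basis = inhibition from reduced deposited-fibronectin fluorescence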
esBAF inh: inhibitors of esBAF chromatin remodeling in mouse ES cells; Bmi1-luciferase knock-in reporter, 24 h; 100% = twice the neutral-well signal; reporter increase, % at 12.5 µM; 2% of 350,000 active; in the data active means activation above about 40%;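 further: 0% = median of the plate's neutral control wells and 100% = double that signal; a rise in the Bmi1 reporter signal indicates esBAF inhibition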
Casp6 inh: caspase-6 (human) enzyme inhibition. P55212. purified caspase-6, Z-VEID-R110 cleavage fluorescence. inhibition, % at 12.5 µM. 0.53% of 350,000 active;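 active means mean inhibition across replicates at least about 35%, with every replicate also reaching that limit, limit read from the data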;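 further: 0% = median of neutral control wells and 100% = no fluorescence left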
Target sequence (P55212 24-179 limits assumed): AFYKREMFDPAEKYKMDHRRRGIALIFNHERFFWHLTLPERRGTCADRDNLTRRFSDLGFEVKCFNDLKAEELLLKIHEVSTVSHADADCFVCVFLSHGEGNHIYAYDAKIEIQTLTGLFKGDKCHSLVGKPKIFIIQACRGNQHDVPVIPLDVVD
Target sequence (P55212 194-293 limits assumed): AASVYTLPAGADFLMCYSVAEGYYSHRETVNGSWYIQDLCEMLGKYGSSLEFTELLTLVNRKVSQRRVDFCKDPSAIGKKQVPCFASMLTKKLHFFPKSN
C2C12 statin: suppression of simvastatin myotoxicity; C2C12 myotubes + simvastatin, ATP luminescence, 48 h; scaled: DMSO 0, geranylgeraniol control 100; rescue of ATP level, % at 7.49 µM; 0.78% of 330,000 active; AID 602340;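 active means mean ATP rescue above about 67%, or every replicate alone reaching that limit, limit read from the data, passing the limit was not always enough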;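 further: myotubes were challenged with 10 µM simvastatin during compound exposure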
SIRT5 block: sirtuin-5 (human) deacylase inhibition | AID 652115 | inhibition, % at 15 µM | 1.1% of 330,000 active | Q9NXA8 | Purified SirT5, succinyl-peptide AMC, trypsin-coupled fluorescence; in the data active means inhibition above about 15%
Target sequence (Q9NXA8 whole entry, looked up): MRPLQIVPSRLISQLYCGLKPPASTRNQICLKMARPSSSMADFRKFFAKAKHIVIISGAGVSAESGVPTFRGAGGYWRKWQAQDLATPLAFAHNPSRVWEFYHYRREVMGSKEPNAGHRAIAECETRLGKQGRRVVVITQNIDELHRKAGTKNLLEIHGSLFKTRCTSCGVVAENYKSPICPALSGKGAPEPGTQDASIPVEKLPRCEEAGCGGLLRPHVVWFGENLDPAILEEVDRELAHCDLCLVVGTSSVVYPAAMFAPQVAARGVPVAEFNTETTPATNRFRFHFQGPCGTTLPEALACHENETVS
S100A4 MyoIIA: S100A4-myosin IIA interaction inhibition | inhibition, % at 10.7 µM | 0.14% of 360,000 active | S100A4/TAMRA-MyoIIA peptide fluorescence polarization | P26447 | AID 652163;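 active means mean inhibition of at least 70% across replicates, with every replicate also reaching that level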
Target sequence (P26447 whole entry, looked up): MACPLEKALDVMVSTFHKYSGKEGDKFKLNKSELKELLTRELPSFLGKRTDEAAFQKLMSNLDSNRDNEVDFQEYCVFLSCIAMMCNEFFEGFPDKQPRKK
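Material: S100A4 monomer (human). Medium: Calcium-containing HEPES buffer, pH 7.2. Probe or stimulus: labelled myosin peptide probe, 5 nM. Compound dosing: one concentration per compound. Timing: polarization read 5 min after assay mix addition, stable 5–60 min. Benchmarks: DMSO as neutral control, TFP as positive control.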
Active calls of the source: *; & = joins results of further samples. These rows are one share of the data; the hit share may differ from the screen's.

What do the screens show for `O=C(NCC1CC1)[C@H]1N[C@H]2c3ccc(-c4ccccc4F)c(=O)n3C[C@H]2[C@@H]1CO`?
LGR2 antag: 3; esBAF inh: 0; Casp6 inh: -1; C2C12 statin: -5; SIRT5 block: -7; S100A4 MyoIIA: -5

How did CCCCCCOC(=O)Cc1c(C)nc(-c2ccccc2)[nH]c1=O do in these assays?
LGR2 antag: -4; esBAF inh: -2; C2C12 statin: 19

What do the screens show for `C/C=C/c1ccc([C@@H]2[C@@H](CO)N3CCCCN(S(=O)(=O)c4ccc(F)cc4)C[C@@H]23)cc1`?
LGR2 antag: -7; esBAF inh: 1; Casp6 inh: 1; C2C12 statin: 18; SIRT5 block: 8; S100A4 MyoIIA: 3

How did O=C(c1cc([N+](=O)[O-])ccc1Cl)N1CCc2ccccc21 do in these assays?
LGR2 antag: 5; FN deposit inh: -3; esBAF inh: -7; Casp6 inh: 1; C2C12 statin: 22; SIRT5 block: 0; S100A4 MyoIIA: 2

How did Cc1nc2ccc(C(=O)N(C)Cc3ccco3)cn2c1N(C)C(=O)CCc1ccccc1 do in these assays?
LGR2 antag: -2; FN deposit inh: 1; esBAF inh: -6; Casp6 inh: -1; C2C12 statin: -6; S100A4 MyoIIA: -1

Results for COc1ccc(-c2ncncc2-c2ccccc2)c(O)c1 ?
LGR2 antag: 17; FN deposit inh: 8; esBAF inh: -10; Casp6 inh: 6; C2C12 statin: -7; SIRT5 block: -4; S100A4 MyoIIA: 8

Results for Fc1cccc(Cl)c1CSC1=NCCS1 ?
LGR2 antag: 2; FN deposit inh: -1; esBAF inh: 13; Casp6 inh: -1; C2C12 statin: -25; SIRT5 block: -1; S100A4 MyoIIA: -2

What do the screens show for `CCN(CC(=O)Nc1c(F)cccc1F)C(=O)c1ccc(C(=O)c2ccccc2)cc1`?
LGR2 antag: 3; FN deposit inh: -1; Casp6 inh: 1; SIRT5 block: -1; S100A4 MyoIIA: -4

Results for C[C@H](CO)N1C[C@H](C)[C@H](CN(C)C(=O)Cc2cccnc2)Oc2ncc(-c3ccncc3)cc2C1=O ?
LGR2 antag: -11; esBAF inh: 1; Casp6 inh: -3; C2C12 statin: -2; SIRT5 block: -1; S100A4 MyoIIA: 6

What do the screens show for `C=C(Cl)COc1ccc2c(CC)cc(=O)oc2c1`?
LGR2 antag: 23; esBAF inh: 14; Casp6 inh: 3; C2C12 statin: -33; SIRT5 block: -6; S100A4 MyoIIA: -1

How did COc1ccc(C(=O)NCc2cc(C)nc3ccccc23)cc1OC do in these assays?
LGR2 antag: -12; FN deposit inh: 3; esBAF inh: -1; Casp6 inh: 4; C2C12 statin: 13; SIRT5 block: 3; S100A4 MyoIIA: 2

What do the screens show for `CCCNC(=O)N1CC2(C1)CN(C(=O)COC)[C@@H](CO)c1[nH]c3cc(OC)ccc3c12`?
LGR2 antag: -14; Casp6 inh: 1; SIRT5 block: -6; S100A4 MyoIIA: -7

What do the screens show for `C[C@H](NC(=O)C[C@@H]1C[C@@H]2c3cc(NC(=O)NC4CCCCC4)ccc3O[C@@H]2[C@@H](CO)O1)c1ccccc1`?
LGR2 antag: 4; esBAF inh: 0; Casp6 inh: -1; C2C12 statin: -8; SIRT5 block: 3; S100A4 MyoIIA: 8

What do the screens show for `CC1Cn2c(nnc2-c2cccc(Cl)c2)S1` (stereo not drawn)?
LGR2 antag: 12; FN deposit inh: 1; esBAF inh: -1; Casp6 inh: -1; C2C12 statin: 0; S100A4 MyoIIA: 0

How did O=C(C[C@H]1CC[C@@H]2[C@H](COC[C@H](O)CN2S(=O)(=O)c2cccc(F)c2)O1)NCCCN1CCOCC1 do in these assays?
LGR2 antag: 2; FN deposit inh: 2; esBAF inh: -3; Casp6 inh: -24; C2C12 statin: -3; SIRT5 block: -5; S100A4 MyoIIA: -6

Results for CCCN(C)C[C@H]1Oc2cc(Br)ccc2S(=O)(=O)N([C@@H](C)CO)C[C@H]1C ?
LGR2 antag: -4; esBAF inh: -1; Casp6 inh: 0; C2C12 statin: -4; SIRT5 block: -1; S100A4 MyoIIA: -26

How did O=C(NNS(=O)(=O)c1ccc(F)cc1)c1cnn(-c2ccccc2)c1C(F)(F)F do in these assays?
LGR2 antag: 3; FN deposit inh: -6; esBAF inh: 1; Casp6 inh: -2; C2C12 statin: 4; SIRT5 block: -2; S100A4 MyoIIA: -1

How did CCCSc1nsc(NC(=O)c2cccnc2OCC)n1 do in these assays?
LGR2 antag: -17; FN deposit inh: -10; Casp6 inh: 2; SIRT5 block: -7; S100A4 MyoIIA: -8

Results for O=C(O)CCC(=O)c1ccc2c(c1)OCCO2 ?
LGR2 antag: -8; FN deposit inh: -4; esBAF inh: 17; Casp6 inh: 0; C2C12 statin: -8; S100A4 MyoIIA: -3

How did O=C(C[C@H]1C[C@H]2c3cc(NC(=O)Nc4ccccc4)ccc3O[C@H]2[C@@H](CO)O1)NCc1cccc(F)c1 do in these assays?
LGR2 antag: -19; FN deposit inh: -1; esBAF inh: -5; Casp6 inh: -2; C2C12 statin: -2; SIRT5 block: -3; S100A4 MyoIIA: -4

What do the screens show for `COc1ccc(NC(=O)CCc2nnc3ccc(N4CCC(C)CC4)nn23)cc1OC`?
LGR2 antag: 11; FN deposit inh: -4; esBAF inh: -3; Casp6 inh: 1; C2C12 statin: -6; SIRT5 block: 1; S100A4 MyoIIA: 7

Results for Clc1ccc(-c2nc3ccc(Cl)cn3c2Cc2cccc(Cl)c2)cc1 ?
LGR2 antag: -61; FN deposit inh: -7; esBAF inh: 6; Casp6 inh: 1; C2C12 statin: -4; SIRT5 block: 0; S100A4 MyoIIA: -3

What do the screens show for `CCCC(C)NC(=O)c1ccc(F)cc1` (stereo not drawn)?
LGR2 antag: 3; esBAF inh: 10; C2C12 statin: 6

Results for O=S(=O)(Nc1ccccn1)c1ccc(C2CCCCC2)cc1 ?
LGR2 antag: 10; FN deposit inh: 5; esBAF inh: 1; C2C12 statin: 2

What do the screens show for `C1=CC2C3C=CC(C3)C2C1` (stereo not drawn)?
LGR2 antag: -3; esBAF inh: 0; Casp6 inh: 1; C2C12 statin: -5; S100A4 MyoIIA: -6

What do the screens show for `CCOc1cc(C2C(C(=O)OC)=CN(Cc3ccc(Cl)cc3)C=C2C(=O)OC)ccc1O`?
LGR2 antag: -11; FN deposit inh: -10; Casp6 inh: 1; SIRT5 block: -3; S100A4 MyoIIA: -2

How did CCNC(=O)[C@@H]1[C@@H](CO)[C@@H]2Cn3c(ccc(-c4ccc(F)cc4)c3=O)[C@@H]2N1C(=O)Cc1cccnc1 do in these assays?
LGR2 antag: 5; esBAF inh: -2; Casp6 inh: -1; C2C12 statin: 8; SIRT5 block: -12; S100A4 MyoIIA: -48

Results for O=P1(O)Cc2ccccc2-c2ccccc21 ?
LGR2 antag: 2; FN deposit inh: 0; esBAF inh: 6; Casp6 inh: 1; C2C12 statin: 9; SIRT5 block: 1; S100A4 MyoIIA: -2

How did O=C(c1cc(-c2ccc(Cl)cc2)n(-c2cc(Cl)ccc2Cl)n1)N1CCOCC1 do in these assays?
LGR2 antag: 11; esBAF inh: -9; C2C12 statin: 14

How did COc1ccc(CCN(C)C(=O)c2ccc(S(=O)(=O)Nc3ccccc3F)cc2)cc1OC do in these assays?
LGR2 antag: -2; FN deposit inh: 4; esBAF inh: -9; Casp6 inh: -2; C2C12 statin: -2; SIRT5 block: -3; S100A4 MyoIIA: -7

Results for Cc1ccc(NC(=O)Nc2ccc([N+](=O)[O-])cc2)nc1 ?
LGR2 antag: -35; FN deposit inh: -4; esBAF inh: 24; Casp6 inh: -2; C2C12 statin: 10; SIRT5 block: -2; S100A4 MyoIIA: -8

What do the screens show for `CSCC[C@H](NC(=O)[C@@H]1CSC2c3ccccc3C(=O)N21)C(=O)NCc1ccco1` (stereo partly drawn)?
LGR2 antag: 24; FN deposit inh: -6; esBAF inh: -3; Casp6 inh: 1; C2C12 statin: 17; SIRT5 block: -1; S100A4 MyoIIA: -1

How did Oc1c(C(c2cccs2)N2CCOCC2)sc2ncnn12 (stereo not drawn) do in these assays?
LGR2 antag: 3; FN deposit inh: 2; esBAF inh: -4; Casp6 inh: -2; C2C12 statin: -3; SIRT5 block: 4; S100A4 MyoIIA: -4

Results for Cc1ccccc1NC(=O)COC(=O)[C@@H]1CCCN1C(=O)c1cccs1 ?
LGR2 antag: 8; FN deposit inh: 1; Casp6 inh: 0; C2C12 statin: -7; SIRT5 block: 0; S100A4 MyoIIA: -3

What do the screens show for `CCSc1ccc(C(=O)Nc2ccc(Br)cn2)cc1[N+](=O)[O-]`?
LGR2 antag: 6; FN deposit inh: 12; Casp6 inh: 0; SIRT5 block: -3; S100A4 MyoIIA: -4

How did COc1ccccc1N1CCN(C(=O)c2n[nH]c3ccccc23)CC1 do in these assays?
LGR2 antag: -4; FN deposit inh: 0; esBAF inh: 3; Casp6 inh: 0; C2C12 statin: 6; SIRT5 block: 1; S100A4 MyoIIA: -2

3 consecutive records from above:
What do the screens show for `CSCC[C@H](NC(=O)[C@@H]1CSC2c3ccccc3C(=O)N21)C(=O)NCc1ccco1` (stereo partly drawn)?
LGR2 antag: 24; FN deposit inh: -6; esBAF inh: -3; Casp6 inh: 1; C2C12 statin: 17; SIRT5 block: -1; S100A4 MyoIIA: -1

How did Oc1c(C(c2cccs2)N2CCOCC2)sc2ncnn12 (stereo not drawn) do in these assays?
LGR2 antag: 3; FN deposit inh: 2; esBAF inh: -4; Casp6 inh: -2; C2C12 statin: -3; SIRT5 block: 4; S100A4 MyoIIA: -4

Results for Cc1ccccc1NC(=O)COC(=O)[C@@H]1CCCN1C(=O)c1cccs1 ?
LGR2 antag: 8; FN deposit inh: 1; Casp6 inh: 0; C2C12 statin: -7; SIRT5 block: 0; S100A4 MyoIIA: -3

More entries
How did C=CCOc1c(Br)cc(CNc2ccc(NC(=O)CCC)cc2)cc1OCC do in these assays?
LGR2 antag: -2; esBAF inh: -3; C2C12 statin: 64

How did CCOc1c2ccc(C(=O)NCc3cc(C(F)(F)F)cc(C(F)(F)F)c3)cc2nn1CCOC do in these assays?
LGR2 antag: 0; FN deposit inh: 0; esBAF inh: -7; Casp6 inh: 1; C2C12 statin: 4; S100A4 MyoIIA: 2

How did COc1ccc2cc(C(=O)NCCO)sc(=O)c2c1OC do in these assays?
FN deposit inh: 7; esBAF inh: -7; C2C12 statin: 4

How did COc1ccc2c(c1)C=C(CN1CCN(C3CCCC3)C(CCO)C1)CO2 (stereo not drawn) do in these assays?
LGR2 antag: -3; FN deposit inh: 6; esBAF inh: -5; Casp6 inh: -5; C2C12 statin: -3; SIRT5 block: -1; S100A4 MyoIIA: 0

How did C[C@@H]1CN([C@H](C)CO)C(=O)c2cc(NC(=O)C3CCCCC3)ccc2O[C@@H]1CN(C)Cc1ccncc1 do in these assays?
LGR2 antag: -16&4; FN deposit inh: 7; esBAF inh: -1&2; Casp6 inh: -1&-2; C2C12 statin: 1&-11; SIRT5 block: -5&-7; S100A4 MyoIIA: 7&0

How did O=C(NC1CCCCC1)N1CC2(C1)[C@H](c1ccccc1)[C@@H](CO)N2CC1CCOCC1 do in these assays?
LGR2 antag: 11; FN deposit inh: -13; Casp6 inh: -1; SIRT5 block: 2; S100A4 MyoIIA: 10

What do the screens show for `CN(Cc1ccco1)S(=O)(=O)c1cc(F)ccc1CN1C(=O)c2cccnc2C1=O`?
LGR2 antag: 2; FN deposit inh: 19; esBAF inh: 0; Casp6 inh: -2; C2C12 statin: 3; SIRT5 block: -1; S100A4 MyoIIA: -3

Results for O=C(CCNC(=O)c1ccccc1)NCC1CCCCC1 ?
LGR2 antag: 1; FN deposit inh: 13; esBAF inh: 8; C2C12 statin: 8; SIRT5 block: -2; S100A4 MyoIIA: -9

What do the screens show for `CCc1ccccc1NC(=O)Nc1c(C)n(C)n(-c2ccccc2)c1=O`?
LGR2 antag: 13; esBAF inh: -8; Casp6 inh: -4; C2C12 statin: 3; SIRT5 block: 1; S100A4 MyoIIA: -3

What do the screens show for `COc1ccc(C(=O)Nc2ccccc2C(=O)Nc2ccc(C(=O)O)cc2)cc1`?
LGR2 antag: -21; FN deposit inh: 2; esBAF inh: 5; Casp6 inh: -1; C2C12 statin: 1; S100A4 MyoIIA: -2
